Assay outcomes from PubChem BioAssay.
E coli WT exp: E. coli BW25113 growth inhibition, expanded screen | OD600 absorbance | growth inhibition, % at 100 µM | 98,000 tested, 0.15% active;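 active = growth inhibition above about 50% at one test dose, limit read from the data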;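 note: growth measured after 20 h incubation at 37 °C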
F-actin modifier: alters cytoskeleton assembly in HUVEC cells | HUVEC TNFa F-actin phalloidin imaging, high content | inhibition, % at 2 µM | 91,000 tested, 0.18% active;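 active = inhibition above the batch mean plus 3 SD and confirmed as a hit by visual image inspection, cut at about 30% in these data, passing the limit was not always enough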; note: strong numbers were not always called active
hDAT+cocaine: changed human dopamine transporter uptake under cocaine IC80; Q01959; LLC-PK1 hDAT cells, [14C]-dopamine uptake with cocaine IC80; actives deviate in either direction; B-score at 10 µM; 110,000 tested, 1.3% active;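 active = Z score or B-score, a plate-position-corrected score, falls beyond the plate's 99.7% confidence bounds, in either direction; inactive = both scores lie inside the 99.7% bounds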;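 note: scored against the spread of the other compound wells on the same plate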
Target sequence (Q01959 whole entry, looked up): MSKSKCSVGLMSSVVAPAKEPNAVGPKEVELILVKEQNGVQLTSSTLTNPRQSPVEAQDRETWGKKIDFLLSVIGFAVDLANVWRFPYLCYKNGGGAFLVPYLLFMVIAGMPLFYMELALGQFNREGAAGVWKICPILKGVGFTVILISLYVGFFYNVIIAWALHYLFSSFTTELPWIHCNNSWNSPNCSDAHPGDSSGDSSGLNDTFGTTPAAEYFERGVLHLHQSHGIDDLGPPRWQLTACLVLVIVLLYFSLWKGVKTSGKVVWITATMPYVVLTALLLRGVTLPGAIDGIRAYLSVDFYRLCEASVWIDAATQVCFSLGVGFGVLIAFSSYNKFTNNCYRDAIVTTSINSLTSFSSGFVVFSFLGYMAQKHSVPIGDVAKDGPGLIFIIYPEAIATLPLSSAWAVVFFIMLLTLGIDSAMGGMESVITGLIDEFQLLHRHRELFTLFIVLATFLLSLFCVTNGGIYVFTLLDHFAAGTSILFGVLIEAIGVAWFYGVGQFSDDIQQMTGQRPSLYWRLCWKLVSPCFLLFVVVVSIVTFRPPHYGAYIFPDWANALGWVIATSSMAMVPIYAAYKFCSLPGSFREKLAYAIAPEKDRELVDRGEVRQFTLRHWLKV
VCAM1 TNFa inh: reduces TNF alpha induced VCAM1 expression in HUVEC; HUVEC TNFa-induced VCAM-1 immunofluorescence, high-content imaging; inhibition, % at 2 µM; 95,000 tested, 0.48% active; AID 802;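 active = inhibition above the batch mean plus 3 SD, with images confirmed as a hit by eye, cut at about 37% in these data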;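 note: 0% = TNF-stimulated DMSO wells and 100% = unstimulated control wells; not every result past the cut was called active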
TNFa cytotox: toxic to HUVEC cells under TNF alpha stimulation | HUVEC TNFalpha-stimulated, Hoechst cell count, imaging | cell count reduction, % at 2 µM | 93,000 tested, 0.17% active;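 active = cell count reduction exceeding the screen mean by over 5 SD, scaled to untreated wells per plate, cut at about 78% in these data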;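 note: cells counted after 24 h of TNF alpha exposure following the 1 h pretreatment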
sEH inhibitor: inhibitors of human soluble epoxide hydrolase. P34913. recombinant human sEH enzymatic activity assay. inhibition, % at 2 µM. 91,000 tested, 0.34% active; in the data active = inhibition above about 80%; note: values of inactives mirror those of a sister screen read the other way; many of its hits are not listed in these tables
Plk1 PBD FP: Plk1 (human) PBD binding inhibition; Plk1 PBD phosphopeptide binding, fluorescence polarization; inhibition, %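 (tested at about 20 µM)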; 97,000 tested, 0.13% active; AID 693; in the data active = inhibition above about 34%, passing the limit was not always enough
PLK1 kinase inh: PLK1 (human) kinase inhibition | recombinant PLK1 kinase, TR-FRET peptide phosphorylation | inhibition, % at 10 µM | 97,000 tested, 0.53% active | AID 619;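 active = inhibition of 50% or more in the single-concentration screen; inactive = inhibition below 50%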;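 note: 0% = DMSO max control and 100% = H-89 dihydrochloride min control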
IL1B cytotox: HUVEC cytotoxicity counter-screen, IL-1B stimulated; HUVEC cell count loss, Hoechst imaging; cell count reduction, % at 2 µM; 94,000 tested, 0.41% active;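 active = cell count reduction more than 3 SD above the screen-wide mean, cut at about 70% in these data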;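 note: normalized per plate to untreated control cells as the no-loss baseline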
Starred values were filed as active, the others as inactive; x = no result given; & = joins results of further samples.

[1] CCN(C(=O)CSc1nnc(-c2ccncc2)n1C)C1CCS(=O)(=O)C1 (stereo unspecified)
[2] CCCN1Cc2cccc(C(=O)N3CCN(c4ccccc4)CC3)c2C1=O
[3] COc1cc(C2NC(=O)NC(O)(C(F)(F)F)C2C(=O)c2cccs2)ccc1O (stereo unspecified)
[4] CCOC(=O)CSc1nc2ccc(NC(=O)CSc3nnnn3Cc3ccccc3)cc2s1
[5] CC(C)C(=O)Nc1ccc(Sc2ccc(F)cc2)cc1
[6] CCC1=NNc2cccc3c(OC)ccc1c23
[7] O=C1OCc2cccc3cccc1c23
[8] Cc1cc(C)c(S(=O)(=O)NCc2cn3c(C)csc3n2)c(C)c1

compound no.	1	2	3	4	5	6	7	8
E coli WT exp	4	-6	-11	x	-6	-6	33	-1
F-actin modifier	x	-7	-5	2	2	17	23	30
hDAT+cocaine	-0.78	-1.6	-0.016	0.37	-0.069	-0.34	-0.52	0.065
VCAM1 TNFa inh	-4	14	11	9	4	-15	-5	7
TNFa cytotox	-41	0	-21	-9	-3	-32	-10	-15
sEH inhibitor	-3	0	3	30	19	9	-9	-25
Plk1 PBD FP	-25	-9	-25	-20	-5	-1	9	38
PLK1 kinase inh	-7	-6	-3	0	-14	68*	-6	-13
IL1B cytotox	-22	94*	-7	-7	-28	-85	28	-10

[9] CCOC(=O)Nc1oc2ccccc2c(=O)c1C
[10] CCCn1nc2cc(C(=O)NCc3ccccc3OC)ccc2c1OCC
[11] COc1ccc(C2C(C(C)=O)=C(O)C(=O)N2CCCn2ccnc2)cc1 (stereo unspecified)
[12] O=C1c2ccccc2NC(c2ccc(-c3cccc(Cl)c3)o2)N1O (stereo unspecified)
[13] COCCn1c(=O)[nH]c2cc(C(=O)NCCCN3CCN(c4ccc(F)cc4)CC3)ccc2c1=O
[14] CCCCn1c(Nc2ccccc2)nc2ccccc21
[15] CSc1ccc(-c2cc(=O)c3ccccc3o2)cc1
[16] COc1cccc(N2CCN(C(=O)c3[nH]c(C)c(C(C)=O)c3C)CC2)c1

compound no.	9	10	11	12	13	14	15	16
E coli WT exp	x	4	0	27	-3	-5	-12	-1
F-actin modifier	-13	5	21	-19	13	-3	-3	0
hDAT+cocaine	0.75	-0.0062	-0.018	0.6	-0.024	-0.66	-0.52	-0.37
VCAM1 TNFa inh	-13	3	-6	-16	0	-1	24	12
TNFa cytotox	-26	2	1	-5	16	-23	-20	-19
sEH inhibitor	22	6	16	-8	14	10	1	x
Plk1 PBD FP	-29	16	32	15	19	-12	10	-1
PLK1 kinase inh	1	-17	-3	-7	-10	-2	8	-5
IL1B cytotox	-6	-14	-16	-15	-3	-10	-2	-23

[17] NC(=O)c1cccc(S(=O)(=O)N2CC(c3ccccc3)CC2=O)c1 (stereo unspecified)
[18] COc1ccc(-c2nnc(SCC#N)o2)cc1
[19] CCc1ccc2nc(Nc3nc(COC)cc(=O)[nH]3)nc(C)c2c1
[20] C(#Cc1ccccc1)CN1CCN(c2ccccn2)CC1
[21] O=C(Cn1nnc2ccccc21)NC1CCCCC1
[22] O=C1CC(N(Cc2ccc3c(c2)OCO3)C(=O)Nc2ccc(F)cc2)C(=O)N1c1ccccc1 (stereo unspecified)
[23] O=C1c2ccccc2C(O)N1c1ccc(Cl)cc1 (stereo unspecified)
[24] COc1ccc(OC)c(NC(=O)c2cnn(-c3ccccc3Cl)c2NC(=O)c2ccco2)c1

compound no.	17	18	19	20	21	22	23	24
E coli WT exp	2	6	1	10	1	1	6	-5
F-actin modifier	10	-33	-19	24	20	1	4	2
hDAT+cocaine	0.88	-0.043	0.13	-1.1	-0.73	-0.17	-0.47	-0.037
VCAM1 TNFa inh	1	8	-11	0	-6	-5	30	25
TNFa cytotox	-27	-1	-1	7	-14	-17	-20	19
sEH inhibitor	-4	8	-4	5	12	0	x	-14
Plk1 PBD FP	14	3	2	-20	13	-4	-19	-2
PLK1 kinase inh	-7	-9	-7	-2	-3	-6	-15	-6
IL1B cytotox	-8	1	-28	-2	2	18	-7	5

One compound at a time, as listed above. Order of screens: E coli WT exp | F-actin modifier | hDAT+cocaine | VCAM1 TNFa inh | TNFa cytotox | sEH inhibitor | Plk1 PBD FP | PLK1 kinase inh | IL1B cytotox
Entry for O=C(Cn1nnc2ccccc21)NC1CCCCC1 = 1 | 20 | -0.73 | -6 | -14 | 12 | 13 | -3 | 2
Entry for COc1ccc(OC)c(NC(=O)c2cnn(-c3ccccc3Cl)c2NC(=O)c2ccco2)c1 = -5 | 2 | -0.037 | 25 | 19 | -14 | -2 | -6 | 5
Entry for O=C1c2ccccc2C(O)N1c1ccc(Cl)cc1 (stereo unspecified) = 6 | 4 | -0.47 | 30 | -20 | x | -19 | -15 | -7

(further entries)
[25] CON(C)c1nc(OCCNC(=O)COc2ccc(Cl)cc2C)nc(N(C)C)n1
[26] COC(=O)c1ccccc1NC(=O)Cn1c(=O)oc2ccc(Cl)cc21
[27] CNc1nc(SC)nc2ccsc12
[28] Cc1ccc(C)c(N(CC(=O)NCc2ccc3c(c2)OCO3)C(=O)CCC(=O)Nc2ccccn2)c1
[29] N#CC1=C(N)SC2(CCCCC2)SC1c1ccccc1 (stereo unspecified)
[30] Clc1ccccc1-c1nc(N/N=C/c2cccnc2)c2ccccc2n1
[31] O=C(CN1CCOCC1)Nc1nc2ccc(Br)cc2s1
[32] Cc1ccc(-n2ccnc2SCC(=O)N(CC(C)C)C2CCS(=O)(=O)C2)c(C)c1 (stereo unspecified)

compound no.	25	26	27	28	29	30	31	32
E coli WT exp	7	3	-5	-7	9	8	4	1
F-actin modifier	-16	16	16	6	4	-12	-14	-10
hDAT+cocaine	-0.013	0.054	-1.3	0.24	-0.56	-0.17	-0.37	0.0096
VCAM1 TNFa inh	-13	19	-7	13	-1	14	15	-40
TNFa cytotox	10	4	-3	-19	-5	-9	16	-2
sEH inhibitor	-8	-13	-6	1	2	0	5	-2
Plk1 PBD FP	-1	4	14	0	-11	-9	-9	0
PLK1 kinase inh	-8	-38	-13	-13	-8	-7	-3	-1
IL1B cytotox	-4	29	-22	-11	-126	-14	12	31

[33] CCOC(=O)C1CCCN(c2c(NCCCN(C)c3ccccc3)c(=O)c2=O)C1 (stereo unspecified)
[34] COc1cc(NC(=O)COC(=O)/C=C/c2c(C)nn(C3CCS(=O)(=O)C3)c2Cl)cc(OC)c1OC (stereo unspecified)
[35] CCCn1c(=O)c(C(=O)NCc2ccc(OC)c(OC)c2)c(O)c2ccccc21
[36] O=S(=O)(c1ccc2ccccc2c1)N1CCCCC1
[37] COc1ccc2c(c1)Cc1sc(NC(=O)c3cccs3)nc1-2
[38] CC(=O)OC(C(=O)Nc1ccccc1)C(C)S(=O)(=O)c1ccccc1 (stereo unspecified)
[39] Cc1cc(C(F)F)n2ncc(C(=O)N3CCc4ccccc4C3)c2n1
[40] COc1ccc(N=C2S/C(=C\c3ccc(C)s3)C(=O)N2CC(C)C)cc1

compound no.	33	34	35	36	37	38	39	40
E coli WT exp	2	-9	17	6	-9	6	6	-9
F-actin modifier	3	7	38	6	-6	-7	9	x
hDAT+cocaine	-2	-0.44	1.9	-0.57	-0.13	-0.92	-0.39	0.0029
VCAM1 TNFa inh	-10	2	-18	14	-7	15	-7	5
TNFa cytotox	-16	-31	20	-15	-10	-9	-13	-10
sEH inhibitor	x	11	0	6	5	-8	15	-17
Plk1 PBD FP	4	5	-6	15	-3	17	-17	-19
PLK1 kinase inh	-21	-8	-10	-7	-14	30	5	-3
IL1B cytotox	5	13	9	10	21	-30	11	9

[41] COc1ccc(-c2oc(/N=C/N3CCCC3)c(C#N)c2-c2ccc(OC)cc2)cc1
[42] COc1cc(/C=C(\C#N)c2[nH]nc(N)c2C#N)cc(OC)c1O
[43] Cc1ccc(OCc2nnc(SCC(=O)c3ccccc3)n2-c2ccccc2)cc1
[44] COC(=O)c1ccc(OCC2c3cc(OC)c(OC)cc3CCN2C(=O)c2ccco2)cc1 (stereo unspecified)
[45] O=C(CC1CCCCC1)Nc1ncn[nH]1
[46] COC(=O)c1cc2oc(C)cc2n1CC(=O)N(C)c1ccccc1
[47] COc1ccc(-c2c(C#N)c(N)nc3c2c(=O)n(C)c(=O)n3C)cc1
[48] Cc1ccc(S(=O)(=O)N[C@H](C(=O)OCn2nnc3ccccc3c2=O)C(C)C)cc1

compound no.	41	42	43	44	45	46	47	48
E coli WT exp	-16	-9	x	-9	15	4	x	-7
F-actin modifier	-22	-14	3	x	-61	-8	-6	-13
hDAT+cocaine	1.2	-0.34	0.82	-1.4&0.15	-0.69	-0.49	0.31	-0.048
VCAM1 TNFa inh	8	30	6	19	11	-14	-16	12
TNFa cytotox	4	x	-23	-20	1	-13	x	-3
sEH inhibitor	5	5	6	-2	7	3	1	-1
Plk1 PBD FP	-15	-18	1	3	12	-15	-9	-25
PLK1 kinase inh	-9	78*	-15	3	-7	-11	-9	-16
IL1B cytotox	-11	-3	19	-92	3	-16	-23	-3

Part of the list above in order of heavy-atom count, low to high.
[45] O=C(CC1CCCCC1)Nc1ncn[nH]1
[46] COC(=O)c1cc2oc(C)cc2n1CC(=O)N(C)c1ccccc1
[47] COc1ccc(-c2c(C#N)c(N)nc3c2c(=O)n(C)c(=O)n3C)cc1
[40] COc1ccc(N=C2S/C(=C\c3ccc(C)s3)C(=O)N2CC(C)C)cc1
[41] COc1ccc(-c2oc(/N=C/N3CCCC3)c(C#N)c2-c2ccc(OC)cc2)cc1
[44] COC(=O)c1ccc(OCC2c3cc(OC)c(OC)cc3CCN2C(=O)c2ccco2)cc1 (stereo unspecified)

compound no.	45	46	47	40	41	44
E coli WT exp	15	4	x	-9	-16	-9
F-actin modifier	-61	-8	-6	x	-22	x
hDAT+cocaine	-0.69	-0.49	0.31	0.0029	1.2	-1.4&0.15
VCAM1 TNFa inh	11	-14	-16	5	8	19
TNFa cytotox	1	-13	x	-10	4	-20
sEH inhibitor	7	3	1	-17	5	-2
Plk1 PBD FP	12	-15	-9	-19	-15	3
PLK1 kinase inh	-7	-11	-9	-3	-9	3
IL1B cytotox	3	-16	-23	9	-11	-92

Carrying on.
[49] C(=N\n1cnnc1)/c1cccnc1
[50] O=C1c2ccccc2C(Nc2ccc(S(=O)(=O)N3CCOCC3)cc2)N1c1ccccn1 (stereo unspecified)
[51] CCOC(=O)N1CCC(N2Cc3cccc(C(=O)Nc4ccc(CC)cc4)c3C2=O)CC1
[52] COc1ccc2nc(SCC(=O)Nc3ccc4sc(C)nc4c3)c(C#N)cc2c1
[53] COc1ccccc1CCn1cnc2c3cc(C)ccc3n(C)c2c1=O
[54] Cc1c(C(=O)C(C)C)n(C)c2ccccc12
[55] Cc1cc(C(C)(C)C)oc1C(=O)N1CCN(C(=O)c2oc(C(C)(C)C)cc2C)CC1
[56] Cc1c(NC(=O)c2cnn3c2NC(c2ccccc2)CC3C(F)(F)F)c(=O)n(-c2ccccc2)n1C (stereo unspecified)
[57] COc1ccc(C)cc1S(=O)(=O)NC1CCCC1
[58] COc1cccc(CNC(=O)C2CCN(S(=O)(=O)c3cccs3)CC2)c1
[59] Cn1c(=O)[nH]c(=O)c2c1nc(NC1CCCCC1)n2CC(=O)NC1CCCCC1

compound no.	49	50	51	52	53	54	55	56	57	58	59
E coli WT exp	6	-2	-3	2	-6	3	-1	-6	1	7	-4
F-actin modifier	4	2	-16	-25	-7	38	2	-17	-19	8	11
hDAT+cocaine	-0.55	-0.57	4*	0.2	0.75	-0.39	-0.55	0.5	-0.18	0.38	-0.019
VCAM1 TNFa inh	2	9	13	23	-10	9	1	1	16	-7	5
TNFa cytotox	-11	-9	-16	13	-36	-57	-21	-8	-21	-14	-15
sEH inhibitor	2	-2	4	37	3	1	12	-5	-2	3	2
Plk1 PBD FP	-24	-22	-9	-9	17	14	-19	-3	4	10	1
PLK1 kinase inh	3	-21	-8	-9	-10	-7	-1	-8	-10	-11	-3
IL1B cytotox	25	-17	-35	-23	10	-19	-1	12	-38	x	-7
